Platelet DG rel: modulates dense granule release in human platelets; human platelet-rich plasma, SFLLRN dense granule ATP release, luminescence; AID 1663; inhibition, %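 (compounds screened at 7.5 µM in platelet-rich plasma)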; 300,000 compounds, 0.22% hits;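 active means mean replicate score, as percent of positive control, at or above 50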
GSK3beta inhib: blocks human GSK3beta kinase activity; GST-GSK3beta kinase, ADP-Glo luminescence, 60 min; hits give low values; activity score (negative = inhibition), % at 10 µM; 300,000 compounds, 0.038% hits;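 active means more than half of replicate wells score below -50%, meaning over 50% inhibition versus plate controls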;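 further: 0% = median DMSO wells and -100% = median GW8510 positive control wells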
Target sequence (P49841 whole entry, looked up): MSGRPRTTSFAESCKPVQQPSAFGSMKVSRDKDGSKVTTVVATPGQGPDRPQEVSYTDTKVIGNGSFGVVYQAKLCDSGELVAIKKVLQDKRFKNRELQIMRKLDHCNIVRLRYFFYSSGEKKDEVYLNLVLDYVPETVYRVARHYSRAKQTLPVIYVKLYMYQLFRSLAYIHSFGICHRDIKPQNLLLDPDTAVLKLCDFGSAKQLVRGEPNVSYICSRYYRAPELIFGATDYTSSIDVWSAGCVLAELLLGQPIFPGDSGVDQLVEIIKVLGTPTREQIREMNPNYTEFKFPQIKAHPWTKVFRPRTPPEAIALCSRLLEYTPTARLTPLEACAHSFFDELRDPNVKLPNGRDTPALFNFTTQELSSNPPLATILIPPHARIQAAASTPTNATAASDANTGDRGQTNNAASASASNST
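Test system: GST-tagged human GSK3beta kinase, cell-free; evaluation: activity score scaled between in-plate DMSO and GW8510 controls; measured by: ADP-Glo luminescence; incubation: 60 min reaction, RT; benchmarks: DMSO and 20 µM GW8510; reagent: peptide substrate plus 25 µM ATP (final); medium: Tris/MgCl2 kinase buffer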
HSP90 refold inh: inhibitors of HSP90 luciferase refolding in rabbit reticulocyte lysate; 290,000 compounds, 0.91% hits; inhibition, % at 5.6 µM; luciferase refolding luminescence, 3 h;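 active means inhibition above the screen-wide mean plus 3 SD, computed separately per campaign, cut at about 16% in these data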;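 further: 0% = DMSO wells and 100% = 60 µM geldanamycin wells; inhibitors lower the luminescence because luciferase stays unfolded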
HSF1 inh: HSF1 inhibition; AID 2098; 300,000 compounds, 0.77% hits; activity change, negative = inhibition, % at 7.5 µM (by protocol); NIH3T3-HGL HSE-luciferase, MG132-induced, luminescence 8 h; hits give low values;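 active means more than half of replicate wells show activity change below -50%, luminescence cut by over half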;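 further: luciferase reports HSF-1 transcriptional activity via heat shock element; 0% = median of DMSO wells and -100% = zero luminescence signal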
HDAC3 inhib: blocks human histone deacetylase 3; O15379; 320,000 compounds, 0.15% hits; recombinant HDAC3, fluorogenic peptide/trypsin coupled, fluorescence; inhibition, % at 8.3 µM; in the data active means inhibition above about 26%, passing the limit was not always enough
Dyrk1A ADPGlo: blocks rat Dyrk1A kinase activity; Q63470; ADP-Glo luminescence, NFATc1 peptide; inhibition, % at 12.5 µM; 310,000 compounds, 0.43% hits; in the data active means inhibition above about 50%;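 further: plate controls were vehicle with enzyme for no effect and no enzyme for full effect; many of its hits are not listed in these tables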
PolyA inhibitor: blocks polyadenylation in yeast reporter cells | S. cerevisiae SKY197-pL101 polyadenylation reporter, beta-gal luminescence; efflux-impaired pdr1/pdr3 knockout yeast; score 100 = 6 SD above DMSO | calls only at 12 µM | 300,000 compounds, 0.02% hits;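 active means lowest replicate activity score at least 50, where 100 means six control SD above control mean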;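 further: yeast exposed to compound for 9 h at 30 °C; higher score means more reporter readthrough which indicates perturbed polyadenylation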
HSF-1 act: increases HSF-1 driven luciferase reporter signal. 300,000 compounds, 1.7% hits. NIH3T3-HGL HSF-1 luciferase reporter, MG132, 8 h; 100% = twice DMSO control signal. AID 504408. activation, % at 9 µM;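 active means mean replicate activation of at least 50% with a set share of replicates each reaching 50%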;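 further: 0% = median of the neutral control wells and 100% = twice that signal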
GSK3 alpha inh: human GSK-3 alpha kinase inhibition. AID 2650. 320,000 compounds, 0.1% hits. P49840. ADP-Glo luminescence, 60 min. inhibition, % at 10 µM;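 in the data active means inhibition above about 50%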;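 further: GST-tagged GSK-3 alpha with peptide substrate and 25 µM ATP; 0% = DMSO neutral wells and 100% = GW8510 positive control wells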
Target sequence (P49840 whole entry, looked up): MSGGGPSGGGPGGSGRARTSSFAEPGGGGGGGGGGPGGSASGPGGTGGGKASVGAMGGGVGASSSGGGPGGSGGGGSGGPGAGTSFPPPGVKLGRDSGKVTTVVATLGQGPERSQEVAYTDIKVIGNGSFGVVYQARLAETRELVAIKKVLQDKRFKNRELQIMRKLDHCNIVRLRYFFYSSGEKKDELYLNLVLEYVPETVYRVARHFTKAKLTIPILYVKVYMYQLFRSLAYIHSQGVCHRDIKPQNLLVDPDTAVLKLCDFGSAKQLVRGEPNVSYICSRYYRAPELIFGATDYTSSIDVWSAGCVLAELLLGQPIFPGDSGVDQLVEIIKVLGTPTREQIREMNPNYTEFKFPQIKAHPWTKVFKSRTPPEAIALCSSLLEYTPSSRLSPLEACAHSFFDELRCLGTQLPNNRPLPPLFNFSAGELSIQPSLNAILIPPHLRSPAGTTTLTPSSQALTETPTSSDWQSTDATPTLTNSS
AI-2 QS mod: Vibrio harveyi AI-2 quorum sensing modulation | Vibrio harveyi JMH597 AI-2 luminescence/OD600 ratio, 9 h; hits give low values; strain lacks LuxN and CqsS sensors; 0 = neutral-control median | activity change, % at 7.5 µM | 300,000 compounds, 0.4% hits; in the data active means activity change below about -75%, passing the limit was not always enough;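 further: luminescence divided by OD600 gain over 9 h not by final OD600 alone; inactives centre near 13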
* = called active by the depositor; i = inactive; · = not tested or not shown. These rows are one share of the data. The share of hits here may be higher or lower than overall.

no.	SMILES	Platelet DG rel	GSK3beta inhib	HSP90 refold inh	HSF1 inh	HDAC3 inhib	Dyrk1A ADPGlo	PolyA inhibitor	HSF-1 act	GSK3 alpha inh	AI-2 QS mod
1	O=C(Nc1ccccc1F)c1ccc(-c2cccc([N+](=O)[O-])c2)o1	-7.6	-0.2	1.6	24.9	·	-3.6	i	51.3*	0.9	10.8
2	COc1cc(C(=O)OCC(=O)NC(C)CCc2ccccc2)cc(OC)c1OC (stereo not drawn)	·	-1.7	0.2	1.1	-12.5	-1.7	i	1.0	-4.1	17.1
3	Cc1ccc(-c2ocnc2C(=O)Nc2ccccc2C(=O)N2CCCC2)cc1	-1.9	-1.8	-2.3	-4.5	2.8	0.9	i	-4.2	0.0	10.8
4	CCCNC(=O)Cc1c(O)c2ccccc2[nH]c1=O	0.2	-0.5	-1.3	-5.6	-15.3	0.2	i	-0.3	-3.7	20.2
5	CCc1ccc(NC(=O)C(C)OC(=O)C2CCN(c3ccc(C(F)(F)F)cn3)CC2)cc1 (stereo not drawn)	4.7	1.7	·	-5.6	23.4	-10.2	i	2.1	0.5	14.1
6	O=C(NC1CCCCCC1)C1CCN(S(=O)(=O)c2cccc3cccnc23)CC1	7.8	3.3	3.0	2.9	-5.2	1.8	i	0.4	-0.7	31.6
7	Cc1ccc(-c2sc(C)nc2CC(=O)O)cc1	1.3	1.0	-1.2	1.6	2.7	6.2	i	-4.2	-2.6	17.0
8	CCCCn1c(CN2CCN(CCO)CC2)nc2ccccc21	6.2	-4.2	9.7	-18.4	-2.4	-8.0	i	-12.2	-1.9	-0.1
9	CCCc1ccc2oc(C(=O)N(Cc3nccn3C)C(C)C)c(C)c2c1	8.9	-0.1	-1.1	25.6	-0.8	1.8	i	31.1	1.2	12.1
10	O=C(c1ccccc1)c1nn(-c2ccc(Cl)cc2)cc1C(=O)c1cc2ccccc2oc1=O	-3.3	-14.5	-0.8	3.5	-7.6	7.0	i	22.1	10.0	-5.7
11	Cc1ccccc1C(=O)Nc1ccc(S(=O)(=O)N2CCOCC2)cc1	-2.4	0.7	-0.3	-8.5	1.8	-4.2	i	-3.9	-1.6	12.8
12	NNc1nc2sc3c(c2c(=O)[nH]1)CCc1ccccc1-3	-3.0	-26.2	1.9	-1.9	0.4	20.9	i	-1.6	-1.1	14.0
13	Cn1ccnc1SCC(=O)c1ccc([N+](=O)[O-])cc1	1.7	-6.9	-3.2	6.4	2.9	1.7	i	-5.2	0.8	7.2
14	CC(=O)c1ccc(N2C(=O)NC3(CCCCC3)C2=O)cc1	-12.3	0.7	3.3	-0.4	-3.8	-1.8	i	-9.0	-2.6	16.1
15	CCOc1ccc(NC(=O)CN(C)CC(=O)Nc2ccc(F)c(F)c2F)cc1OCC	5.5	3.2	-3.2	-5.6	-11.5	·	i	-1.3	-1.2	-12.3
16	CCc1ccc2[nH]c(O)c(N=Nc3nc(-c4ccccc4)cs3)c2c1	0.1	4.0	-0.9	-89.0*	3.3	·	i	-91.3	1.1	0.7
17	COc1cc2cc(C(=O)N(C)C3CCS(=O)(=O)C3)[nH]c2cc1OC (stereo not drawn)	-4.2	0.3	0.6	-2.5	-3.1	-8.5	i	29.7	-0.4	17.0
18	Cn1nc(OCC(=O)O)cc1C(F)(F)F	2.2	-0.5	2.5	-5.0	1.8	-1.9	i	-5.7	-2.1	23.2
19	COc1ccc(C(=O)NCCCSc2ccccc2)cc1F	-1.1	·	2.0	3.4	-1.2	-5.0	i	8.4	-0.6	·
20	O=[N+]([O-])c1cc(Cl)ccc1Nc1ccccc1	-5.8	-1.0	-0.6	-7.2	-3.0	7.7	i	18.1	-0.5	11.2
21	CCCCNC(=S)N(C)/N=C/c1ccccc1C(=O)O	8.4	3.0	6.3	-3.3	-0.6	-5.1	i	-1.0	-2.5	20.2
22	CCOP(=O)(O)c1cccc(OCCOCCOc2cccc(P(=O)(O)OCC)c2)c1	1.0	1.1	1.7	-5.9	-1.2	-2.4	i	2.8	-3.9	-5.9
23	Cc1cccc(C(=O)N[C@H](C(=O)NCCc2ccc(S(N)(=O)=O)cc2)C(C)C)c1	-37.6	-3.6	0.4	-1.1	7.6	-3.4	i	12.4	-2.9	15.5
24	COc1ccc(C(=O)Nc2ccc(-c3nnn(CC(=O)N4CCN(C(=O)c5ccco5)CC4)n3)cc2)cc1	2.1	-0.6	-2.8	-5.3	-7.9	3.3	i	-6.7	-2.8	9.4
25	O=C(O)CCC(=O)N1N=C(c2cccs2)CC1c1cn(-c2ccccc2)nc1-c1ccccc1 (stereo not drawn)	-1.7	2.6	-3.4	-4.8	-15.6	4.4	i	4.6	-1.8	15.8
26	Cc1[nH]c2ccccc2c1-c1nc2ccccc2[nH]c1=O	2.6	1.5	-1.1	11.5	3.5	2.4	i	5.2	-6.6	4.4
27	COc1ccccc1N(C)S(=O)(=O)c1ccc(C)c(C(=O)Nc2nccs2)c1	4.3	2.7	·	2.0	8.2	-0.8	i	9.9	-0.9	11.5
28	CCOc1ccc(CN2CCN(Cc3cccn3-c3cccnc3)CC2CCO)cc1 (stereo not drawn)	-1.7	0.8	-3.0	1.1	1.7	0.2	i	4.1	-1.7	29.8
29	O=C(N/N=C/c1ccccn1)c1cccs1	-3.0	-3.8	-1.8	28.4	8.2	5.9	i	47.5	0.2	17.0
30	Cc1ccc(Nc2nc3c(c(=O)[nH]c(=O)n3C)n2Cc2ccc(F)cc2)cc1	1.9	1.5	-0.3	0.8	0.7	·	i	3.4	-0.7	5.7
31	COc1ccc(N=C2NN=C(c3c(C)[nH]c4ccccc34)CS2)cc1	-6.3	0.1	3.6	-12.3	-2.1	3.2	i	-4.1	0.2	11.2
32	O=C(NN1C(=O)/C(=C/C=C/c2ccco2)SC1=S)c1ccccc1O	-14.3	3.2	2.4	-0.6	1.8	0.3	i	5.7	-3.6	20.0
33	COCCNC(=O)c1cc(S(=O)(=O)N(C)c2ccccc2OC)ccc1C	-21.1	1.6	-0.9	-8.8	-2.0	3.8	i	5.8	-0.8	35.2
34	CN1CCN(S(=O)(=O)c2ccc(NC(=O)c3cccc(F)c3)cc2)CC1	-3.3	1.0	-2.1	-1.6	-11.0	3.0	i	-4.5	0.6	8.6
35	COc1ccc(N2CCN(C(=O)CSc3ncnc4scc(-c5ccc(C)cc5)c34)CC2)cc1	-6.0	0.9	0.3	1.5	4.8	3.4	i	-13.3	-1.5	46.0
36	CCCNC(=O)c1ccc(N(Cc2ccccc2)S(C)(=O)=O)cc1	-2.4	-0.5	5.0	-2.7	2.2	1.9	i	-7.5	-5.0	19.9
37	O=S(=O)(c1ccccc1)N(CC(O)CN1CCOCC1)c1ccccc1 (stereo not drawn)	-17.2	-1.0	-3.0	-3.6	1.2	1.5	i	6.2	-0.2	17.4
38	Cc1ccc(NC(=O)c2ccccc2)cc1	7.3	-0.5	-5.7	23.4	1.9	2.2	·	25.2	0.4	15.5
39	CCc1noc(C)c1C(=O)N1CCCSC1=Nc1ccccc1	-10.7	-2.7	·	7.6	-3.6	0.3	i	6.2	0.0	5.0
40	CC(=O)Nc1ccc(C2Nc3cc(C)c(C)cc3NC3=C2C(=O)CC(C)(C)C3)cc1 (stereo not drawn)	-2.9	-0.9	-2.6	5.3	-5.2	·	i	23.4	0.1	-9.8
41	O=C(CSc1nnc(-c2cccc(S(=O)(=O)N3CCCC3)c2)n1-c1ccccc1)Nc1ccc(C(=O)O)cc1	-2.3	1.4	3.4	-5.4	3.6	1.8	i	12.8	2.0	24.0
42	CCCCOC(=O)Nc1nc(CC(=O)OCC)cs1	0.4	2.9	2.1	-2.2	13.4	14.4	i	21.9	0.8	25.8
43	CCC(=O)Nc1sc2c(c1C(=O)N(C)C)CCCCC2	-6.3	-1.9	-2.8	-6.5	7.2	-5.9	i	-16.3	-5.5	8.9
44	COc1ccc(-c2nn(-c3ccccc3)cc2/C=N/O)cc1	0.2	-54.5*	5.1	8.8	1.5	40.9	i	11.3	46.2	7.1
45	COC(=O)Nc1ccc(S(=O)(=O)Nc2ncccn2)cc1	0.2	-1.2	0.5	-2.5	0.0	2.1	i	-3.3	-2.0	25.1
46	CCCc1nn2c(=O)cc(CSCC(=O)Nc3ccc(F)cc3)nc2s1	6.6	1.6	2.3	5.1	-5.0	3.9	i	10.3	-2.7	0.1
47	Cc1nn(C)c(C)c1NC(=O)Nc1ccc(Cl)c(Cl)c1	8.5	4.2	-3.8	-3.3	-5.8	·	i	-4.3	-1.6	21.3
48	Cc1ccc(N=c2ssnc2Cl)cc1	21.8	1.4	-0.3	-1.9	1.8	-8.8	i	19.0	1.5	38.1
49	COc1ccc(-n2nnnc2/C=C\Nc2ccccc2C(=O)c2ccccc2)cc1	-4.0	-2.3	0.7	1.8	-5.9	-2.2	i	-8.2	0.1	17.5
50	COc1ccc(-c2csc3ncnc(N4CCN(c5ccccc5Cl)CC4)c23)cc1	-2.8	0.3	8.1	-4.9	11.6	-3.2	i	-3.9	-2.6	37.6
51	CN(C)CCCn1c(=O)n(C2CCCCC2)c(=O)c2c3c(sc21)CCCCC3	1.6	1.1	·	-11.2	-4.1	1.1	i	6.3	1.8	-2.6
52	Cc1ccc(S(=O)(=O)Oc2ccccc2/C=N/Nc2ccc(C(=O)O)cc2)cc1	-1.0	2.8	10.5	2.7	-2.8	-1.4	i	1.9	-2.9	44.9
53	O=C(NCC1CCCO1)C(c1cccs1)N(Cc1cccs1)C(=O)Cn1nnc(-c2cccs2)n1 (stereo not drawn)	·	·	0.0	·	2.9	18.1	·	·	-0.3	·
54	CCC(c1nnnn1CCOC)N1CCN(c2cccc(C(F)(F)F)c2)CC1 (stereo not drawn)	·	-0.6	3.6	·	4.9	3.5	·	·	-1.3	25.2
55	Cn1cnc([N+](=O)[O-])c1Nc1ccc(O)cc1	-8.0	-2.8	0.7	-9.1	-3.4	-5.2	i	-0.1	1.7	29.7
56	CCS(=O)(=O)N1CCC(C(=O)NCc2ccc(OC)cc2)CC1	3.8	1.0	-1.4	-1.4	-2.5	2.9	i	1.6	0.3	15.4
57	CCOC(=O)c1ccccc1NC1c2ccccc2C(=O)N1c1cc(C)ccn1 (stereo not drawn)	3.4	0.4	1.0	8.4	-5.4	-0.4	i	-9.8	-0.8	26.5
58	COc1cc(Cl)cc(C2NC(=O)NC(C)=C2C(C)=O)c1OCC(=O)O (stereo not drawn)	-6.6	2.2	2.0	-3.6	5.3	-4.7	i	4.3	-1.2	16.4
59	O=C(c1ccc2ccccc2n1)N1CCN(c2ccccc2Cl)CC1	-1.4	-3.5	-6.5	15.9	0.8	0.4	i	22.2	-2.7	23.6

Shown as a hit in HSF1 inh (from the list above):
no.	SMILES	Platelet DG rel	GSK3beta inhib	HSP90 refold inh	HSF1 inh	HDAC3 inhib	Dyrk1A ADPGlo	PolyA inhibitor	HSF-1 act	GSK3 alpha inh	AI-2 QS mod
16	CCc1ccc2[nH]c(O)c(N=Nc3nc(-c4ccccc4)cs3)c2c1	0.1	4.0	-0.9	-89.0*	3.3	·	i	-91.3	1.1	0.7
